Tn6 DDE FP = DD(E)-Tn6 binding inhibition, primary FP screen; Fibrin DD(E) TRITC-Tn6 fluorescence polarization displacement; inhibition, % at 8.3 µM; P02675; 370,000 tested, 0.21% active;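 active means inhibition above a per-campaign cutoff: mean of compounds within control limits plus 3 SD, cut at about 15% in these data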;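 further: 0% = median of all compound wells on the plate and 100% = blocking peptide control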
ASAP1 inh = inhibitors of human ASAP1 ArfGAP activity. Q9ULH1. ASAP1-stimulated ARF1 GTP hydrolysis, GDP FP detection. inhibition, % at 16.5 µM. 360,000 tested, 0.19% active. AID 624377; in the data active means inhibition above about 25%;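 further: 0% = vehicle with enzyme and substrate and 100% = no enzyme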
Target sequence (Q9ULH1 325-724 limits assumed): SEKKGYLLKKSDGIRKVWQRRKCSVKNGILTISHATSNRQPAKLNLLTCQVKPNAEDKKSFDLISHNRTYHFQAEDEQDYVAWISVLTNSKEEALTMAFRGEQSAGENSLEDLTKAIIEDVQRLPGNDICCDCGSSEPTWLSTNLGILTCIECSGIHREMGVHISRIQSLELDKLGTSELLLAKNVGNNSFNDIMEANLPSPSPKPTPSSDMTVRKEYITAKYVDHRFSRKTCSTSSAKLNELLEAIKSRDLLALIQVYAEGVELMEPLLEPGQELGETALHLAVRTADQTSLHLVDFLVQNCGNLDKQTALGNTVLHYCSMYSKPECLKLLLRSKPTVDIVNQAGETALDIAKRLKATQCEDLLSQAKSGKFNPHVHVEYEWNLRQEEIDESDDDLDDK
Tn7 DDE FP = DD(E)-Tn7 binding inhibition, primary FP screen; P02675; FP displacement of FITC-Tn7 peptide from fibrin DD(E); 0% = median of compound wells per plate; inhibition, % at 8.3 µM; 370,000 tested, 0.13% active; AID 720508;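 active means inhibition above the mean of compounds falling within the control limits plus 3 SD of them, cut at about 14% in these data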;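 further: 0% = plate median of compound wells and 100% = 10 µM Aha-Tn7 peptide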
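Measure: % inhibition scaled between sample-field median and high-control FP; Test system: human fibrin DD(E); Quantity: 2 µM final DD(E) protein; Doses: one dose, 8.3 µM nominal; Schedule: compound with protein 10 min, then 3 h after probe, room temperature; Detection: fluorescence polarization; Medium: Tris buffer with calcium and detergent, pH 7.8.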
UHRF1 binding = UHRF1 methyl-DNA binding inhibition | UHRF1 binding to methylated oligo, TR-FRET | inhibition, % at 4.4 µM | 370,000 tested, 0.75% active | AID 687016; in the data active means inhibition above about 21%;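 further: UHRF1 SRA domain binding a hemimethylated CpG hairpin DNA probe; 0% = median of test compound wells and 100% = reference inhibitor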
ADAM17 inh = inhibitors of human ADAM17; P78536; recombinant ADAM17, EDANS/DABCYL FRET peptide cleavage; inhibition, % at 6.95 µM; 370,000 tested, 0.83% active;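 active means inhibition above the mean of compounds lying between control limits plus 3 SD, set per campaign, cut at about 8.5% in these data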;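 further: 0% = DMSO-only wells as the low control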
MBD2 DNA inh = inhibitors of human MBD2 binding to methylated oligonucleotide; Q9UBB5; TR-FRET; inhibition, % at 4.4 µM; 370,000 tested, 0.31% active; AID 686964; in the data active means inhibition above about 13%
Target sequence (Q9UBB5 whole entry, looked up): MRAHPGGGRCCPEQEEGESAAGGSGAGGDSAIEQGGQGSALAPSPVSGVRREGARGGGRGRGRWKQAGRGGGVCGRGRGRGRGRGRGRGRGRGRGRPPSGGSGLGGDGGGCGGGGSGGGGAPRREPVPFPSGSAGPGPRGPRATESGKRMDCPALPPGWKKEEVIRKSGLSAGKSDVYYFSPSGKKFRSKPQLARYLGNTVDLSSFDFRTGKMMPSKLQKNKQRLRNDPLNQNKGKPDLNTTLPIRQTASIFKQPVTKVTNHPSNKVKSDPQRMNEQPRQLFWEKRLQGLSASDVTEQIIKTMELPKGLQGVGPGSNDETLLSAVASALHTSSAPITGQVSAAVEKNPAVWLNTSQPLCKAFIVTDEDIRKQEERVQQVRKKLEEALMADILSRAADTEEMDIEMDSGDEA
ARFGAP1 inh = rat ARFGAP1 inhibition | inhibition, % at 16.5 µM | AID 651572 | 360,000 tested, 0.26% active | Arfgap1-stimulated ARF1 GTP hydrolysis, GDP FP detection | Q62848;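 active means inhibition above a per-plate limit, mean inhibition of low control wells plus 3 SD, cut at about 25% in these data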;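 further: 0% = DMSO wells with enzyme and 100% = wells lacking Arfgap1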
Target sequence (Q62848 1-136 limits assumed): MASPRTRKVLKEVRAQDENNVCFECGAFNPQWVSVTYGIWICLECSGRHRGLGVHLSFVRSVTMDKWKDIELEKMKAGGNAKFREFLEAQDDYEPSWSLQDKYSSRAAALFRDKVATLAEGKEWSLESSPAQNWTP
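Material – truncated rat Arfgap1 GAP domain · Buffer or medium – HEPES-based buffer, pH 7.5 · Reagent – human ARF1(Δ1-17)-GTP substrate · Dosing – 16.5 µM single point, 1.26% DMSO · Schedule – GTP hydrolysis reaction 2 h at 25 °C · Technique – GDP detection by fluorescence polarization · Benchmarks – No-Arfgap1 wells (100%) versus DMSO full-reaction wells (0%) · Repeats – single replicate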
KLK7 zymogen act = proKLK7 (human) activation, primary screen. P49862. purified proKLK7, EDANS-DABCYL substrate fluorescence; 100% is mature enzyme control, 0% vehicle. activation, % at 7 µM. 370,000 tested, 0.9% active. AID 652039;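 active means activation above the mean of all tested compounds plus 3 SD, computed per campaign excluding outliers beyond control limits, cut at about 13% in these data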
PLCb3 inh = inhibitors of human phospholipase C beta3. 370,000 tested, 0.18% active. AID 720704. inhibition, % at 12.2 µM. Q01970. Purified PLC-beta3, fluorogenic substrate, fluorescence; in the data active means inhibition above about 11%;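 further: 0% = median of compound wells on plate and 100% = full blocker control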
PLC-gamma1 inh = PLC-gamma1 (human) inhibition, primary screen. purified PLC-gamma1, fluorogenic substrate, fluorescence. inhibition, % at 12.2 µM. 370,000 tested, 0.84% active; in the data active means inhibition above about 9.5%
* = called active by the depositor; & = joins results of further samples.

Results for O=C(O)c1ccc(N2C(=O)c3cccc4c(C(=O)O)ccc(c34)C2=O)cc1 ?
Tn6 DDE FP: 1; ASAP1 inh: -1; Tn7 DDE FP: 3; UHRF1 binding: 24*; ADAM17 inh: -9; MBD2 DNA inh: 6; ARFGAP1 inh: 6; KLK7 zymogen act: -0.5; PLCb3 inh: -13; PLC-gamma1 inh: -1

What do the screens show for `COc1cccc(NC(=O)CCN2C(=O)c3ccccc3Sc3ncccc32)c1`?
Tn6 DDE FP: -6; ASAP1 inh: -2; Tn7 DDE FP: -2; UHRF1 binding: 0; ADAM17 inh: -1; MBD2 DNA inh: 5; ARFGAP1 inh: -3; KLK7 zymogen act: 0.1; PLCb3 inh: -3; PLC-gamma1 inh: 0

What do the screens show for `C=C(C)CSc1nc2c(cc1C#N)CCC2`?
Tn6 DDE FP: 3; ASAP1 inh: 3; Tn7 DDE FP: -1; UHRF1 binding: 0; ADAM17 inh: 1; MBD2 DNA inh: 3; ARFGAP1 inh: 4; KLK7 zymogen act: 0.3; PLCb3 inh: 1; PLC-gamma1 inh: 3

Results for COc1ccccc1Nc1c2c(nc3ccc(N)cc13)CCCC2 ?
Tn6 DDE FP: 4; ASAP1 inh: -1; Tn7 DDE FP: -4; UHRF1 binding: -4; ADAM17 inh: -2; MBD2 DNA inh: -6; ARFGAP1 inh: 3; KLK7 zymogen act: -0.8; PLCb3 inh: -9; PLC-gamma1 inh: -5

How did CC(C)C[C@@H]1NC(=O)N(CCCn2ccnc2)C1=O do in these assays?
Tn6 DDE FP: 1; ASAP1 inh: -7; Tn7 DDE FP: -5; UHRF1 binding: -4; ADAM17 inh: -2; MBD2 DNA inh: -1; ARFGAP1 inh: 4; KLK7 zymogen act: 0.1; PLCb3 inh: 2; PLC-gamma1 inh: 0

What do the screens show for `CS(=O)(=O)c1ccc2nc(NC(=O)Nc3ccc(Cl)c(Cl)c3)sc2c1`?
Tn6 DDE FP: -10; ASAP1 inh: 8; Tn7 DDE FP: -2; UHRF1 binding: 5; ADAM17 inh: 0; MBD2 DNA inh: 1; ARFGAP1 inh: 14; KLK7 zymogen act: 0.1; PLCb3 inh: -4; PLC-gamma1 inh: 1

What do the screens show for `C=CCn1c(SCC(=O)c2ccc(Cl)cc2)nnc1-c1ccc2c(c1)OCO2`?
Tn6 DDE FP: 4; ASAP1 inh: -9; Tn7 DDE FP: -3; UHRF1 binding: -4; ADAM17 inh: 1; MBD2 DNA inh: -3; ARFGAP1 inh: -4; KLK7 zymogen act: 0.3; PLCb3 inh: 0; PLC-gamma1 inh: -3

How did O=C(Nc1ccccc1-c1nc2ccccc2[nH]1)c1ccc(N2C(=O)CCC2=O)cc1 do in these assays?
Tn6 DDE FP: -5; ASAP1 inh: 15; Tn7 DDE FP: -9; UHRF1 binding: -1; ADAM17 inh: -2; MBD2 DNA inh: 2; ARFGAP1 inh: 6; KLK7 zymogen act: 0.3; PLCb3 inh: -23; PLC-gamma1 inh: -16

Results for COc1cccc2sc(N(CCCN(C)C)C(=O)CCS(=O)(=O)c3ccccc3)nc12 ?
Tn6 DDE FP: -8&-1; ASAP1 inh: -9; Tn7 DDE FP: 1&-6; UHRF1 binding: -4&-3; ADAM17 inh: -5&1; MBD2 DNA inh: -8&2; ARFGAP1 inh: -1; KLK7 zymogen act: -0.3&-0.2; PLCb3 inh: -10&-2; PLC-gamma1 inh: -1&-2

How did CC(C)CCN1CC(C(=O)NCc2ccccc2)CC1=O (stereo unspecified) do in these assays?
Tn6 DDE FP: -1; ASAP1 inh: 5; Tn7 DDE FP: 9; UHRF1 binding: -1; ADAM17 inh: -5; MBD2 DNA inh: -2; ARFGAP1 inh: -14; KLK7 zymogen act: -0.2; PLCb3 inh: 2; PLC-gamma1 inh: -1

Three entries already listed, sorted by formula weight, highest first:
Results for COc1ccccc1Nc1c2c(nc3ccc(N)cc13)CCCC2 ?
Tn6 DDE FP: 4; ASAP1 inh: -1; Tn7 DDE FP: -4; UHRF1 binding: -4; ADAM17 inh: -2; MBD2 DNA inh: -6; ARFGAP1 inh: 3; KLK7 zymogen act: -0.8; PLCb3 inh: -9; PLC-gamma1 inh: -5

How did CC(C)CCN1CC(C(=O)NCc2ccccc2)CC1=O (stereo unspecified) do in these assays?
Tn6 DDE FP: -1; ASAP1 inh: 5; Tn7 DDE FP: 9; UHRF1 binding: -1; ADAM17 inh: -5; MBD2 DNA inh: -2; ARFGAP1 inh: -14; KLK7 zymogen act: -0.2; PLCb3 inh: 2; PLC-gamma1 inh: -1

How did CC(C)C[C@@H]1NC(=O)N(CCCn2ccnc2)C1=O do in these assays?
Tn6 DDE FP: 1; ASAP1 inh: -7; Tn7 DDE FP: -5; UHRF1 binding: -4; ADAM17 inh: -2; MBD2 DNA inh: -1; ARFGAP1 inh: 4; KLK7 zymogen act: 0.1; PLCb3 inh: 2; PLC-gamma1 inh: 0

Further records follow:
How did COC(=O)CSc1nnc(CNS(=O)(=O)c2ccc(C)cc2)n1C do in these assays?
Tn6 DDE FP: 6; ASAP1 inh: 21; Tn7 DDE FP: -4; UHRF1 binding: 3; ADAM17 inh: -6; MBD2 DNA inh: 5; ARFGAP1 inh: 0; KLK7 zymogen act: -0.3; PLCb3 inh: 0; PLC-gamma1 inh: -1

What do the screens show for `COc1ccccc1CNC(=O)N1CCN(c2ccccc2Cl)CC1`?
Tn6 DDE FP: 1; ASAP1 inh: 5; Tn7 DDE FP: -2; UHRF1 binding: 0; ADAM17 inh: 0; MBD2 DNA inh: -2; ARFGAP1 inh: -1; KLK7 zymogen act: -1.0; PLCb3 inh: -3; PLC-gamma1 inh: 1

Results for O=C(CSc1nnc(-c2ccccc2F)n1C1CC1)Nc1ccc2[nH]c(=O)[nH]c2c1 ?
Tn6 DDE FP: -6; ASAP1 inh: -2; Tn7 DDE FP: -6; UHRF1 binding: -1; ADAM17 inh: -6; MBD2 DNA inh: -2; ARFGAP1 inh: 5; KLK7 zymogen act: -0.1; PLCb3 inh: -10; PLC-gamma1 inh: -4

Results for COCCn1c(Cc2cccn2C)nnc1SCC(=O)NCc1ccc2c(c1)OCO2 ?
Tn6 DDE FP: -1; ASAP1 inh: 0; Tn7 DDE FP: 3; UHRF1 binding: -3; ADAM17 inh: 0; MBD2 DNA inh: 4; ARFGAP1 inh: 2; KLK7 zymogen act: 0.6; PLCb3 inh: 2; PLC-gamma1 inh: 3

How did CN1CCN(/N=C/c2ccc(C#N)cc2)CC1 do in these assays?
Tn6 DDE FP: 2; ASAP1 inh: -6; Tn7 DDE FP: 8; UHRF1 binding: -1; ADAM17 inh: -4; MBD2 DNA inh: -4; ARFGAP1 inh: 2; KLK7 zymogen act: -0.3; PLCb3 inh: 3; PLC-gamma1 inh: 2

How did COc1ccc(C)cc1NC(=O)c1ccc(S(=O)(=O)N2CCCCC2)cc1 do in these assays?
Tn6 DDE FP: -1; ASAP1 inh: -12; Tn7 DDE FP: -4; UHRF1 binding: -1; ADAM17 inh: 4; MBD2 DNA inh: 0; ARFGAP1 inh: -6; KLK7 zymogen act: 0.3; PLCb3 inh: -6; PLC-gamma1 inh: 1

What do the screens show for `COc1ccc(C(=O)NC(=S)Nc2ccc3[nH]c(=O)[nH]c3c2)c(OC)c1`?
Tn6 DDE FP: 0; ASAP1 inh: -14; Tn7 DDE FP: -10; UHRF1 binding: -2; ADAM17 inh: 2; MBD2 DNA inh: -5; ARFGAP1 inh: 7; KLK7 zymogen act: 0.0; PLCb3 inh: -4; PLC-gamma1 inh: 1

Results for O=[N+]([O-])c1ccccc1S(=O)c1ccccc1[N+](=O)[O-] ?
Tn6 DDE FP: 3; ASAP1 inh: 4; Tn7 DDE FP: -9; UHRF1 binding: 1; ADAM17 inh: -2; MBD2 DNA inh: 2; ARFGAP1 inh: 0; KLK7 zymogen act: -0.2; PLCb3 inh: -1; PLC-gamma1 inh: -1

What do the screens show for `CCCn1c(=O)c2c(nc3n2CCCN3CCc2ccc(OC)c(OC)c2)n(C)c1=O`?
Tn6 DDE FP: 3; ASAP1 inh: -6; Tn7 DDE FP: -1; UHRF1 binding: -1; ADAM17 inh: -2; MBD2 DNA inh: -3; ARFGAP1 inh: -3; KLK7 zymogen act: 0.6; PLCb3 inh: -5; PLC-gamma1 inh: -2

How did Cc1c(Cl)c(C(=O)NNC(=S)Nc2ccc(F)cc2)nn1C do in these assays?
Tn6 DDE FP: 5; ASAP1 inh: 8; Tn7 DDE FP: 3; UHRF1 binding: -6; ADAM17 inh: 4; MBD2 DNA inh: -1; ARFGAP1 inh: 5; KLK7 zymogen act: 0.0; PLCb3 inh: 2; PLC-gamma1 inh: 3

How did C#CCNC(=O)C[C@@H]1C[C@]2(C(=O)OCC)CCC3=C2N(CCC3)C1=O do in these assays?
Tn6 DDE FP: 3; Tn7 DDE FP: -3; UHRF1 binding: -2; ADAM17 inh: -3; MBD2 DNA inh: -1; KLK7 zymogen act: 0.3; PLCb3 inh: 2; PLC-gamma1 inh: 1

What do the screens show for `CCOC(=O)C1CCN(c2c(Nc3ccc4c(c3)OCCO4)c(=O)c2=O)CC1`?
Tn6 DDE FP: 5; ASAP1 inh: -1; Tn7 DDE FP: 4; UHRF1 binding: 0; ADAM17 inh: 0; MBD2 DNA inh: -1; ARFGAP1 inh: -2; KLK7 zymogen act: 0.2; PLCb3 inh: 4; PLC-gamma1 inh: 1

What do the screens show for `CCCCC1(C)OC(=O)C(=Cc2c[nH]c3ccccc23)C(=O)O1` (stereo unspecified)?
Tn6 DDE FP: -2; ASAP1 inh: 2; Tn7 DDE FP: -4; UHRF1 binding: 0; ADAM17 inh: 1; MBD2 DNA inh: 1; ARFGAP1 inh: 0; KLK7 zymogen act: -0.4; PLCb3 inh: 0; PLC-gamma1 inh: 0

What do the screens show for `CC1(C)CNC(=O)c2sc(NC(=O)CN3CCOCC3)nc2C1`?
Tn6 DDE FP: -2; ASAP1 inh: -6; Tn7 DDE FP: 3; UHRF1 binding: 1; ADAM17 inh: 0; MBD2 DNA inh: 1; ARFGAP1 inh: -3; KLK7 zymogen act: -0.8; PLCb3 inh: 5; PLC-gamma1 inh: 4

Screening results: PubChem BioAssay, The Scripps Research Institute Molecular Screening Center
